Myeloid diff 2 – compounds promoting myeloid differentiation | actives 1% (n = 360,000) | ER-HoxA9 myeloid progenitors, lysozyme-GFP differentiation, flow cytometry | calls only at 10 µM;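 active = normalized GFP-positive differentiation at or above the plate's own cutoff, the solvent-only control mean plus 3 SD; inconclusive = no clear call, values can overlap the other calls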;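 note: cells exposed to compound for four days before flow analysis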
XIAP antagonists – XIAP antagonists, biochemical, IAP family, fluorescence polarization (AID 1018). XIAP BIR domain, fluorescence polarization peptide displacement; higher % means a stronger effect. one-dose displacement, % at 20 µM; IC50 in µM for titrated hits. actives 0.007% (n = 200,000); in the data active = displacement above about 50%; note: a part of the inactive calls stands beside numbers as strong as those of hits
human PMI inhibitors – MPI inhibition at elevated mannose 6-phosphate – biochemical, fluorescence intensity, high mannose 6-phosphate, primary screen (AID 1220); recombinant PMI enzyme, coupled fluorescence intensity; higher % means a stronger effect; inhibition, % at 20 µM, or IC50 in µM where a hit was titrated; actives 0.66% (n = 190,000)
SIAH1 antagonists – Siah-1 peptide-binding antagonists, primary screen, biochemical, fluorescence polarization, rhodamine-plectin, uHTS (AID 1817); Siah-1 / rhodamine-plectin peptide fluorescence polarization; higher % means a stronger effect; displacement, % at 20 µM, or IC50 in µM where a hit was titrated; actives 0.02% (n = 290,000);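 active = displacement of at least 50% at 20 µM, with a fluorescence ratio check between 0.3 and a set limit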;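 note: plate controls were Siah plus tracer with DMSO for no effect and tracer alone without Siah for full effect; strong numbers were not always called active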
WT yeast gro inh – growth inhibition of WT yeast, mitochondrial fusion screen; mitochondrial fusion phenotypic screen, WT strain; inhibition, % at 10 µM; actives 2.1% (n = 190,000); in the data active = inhibition above about 58%; tested in S. cerevisiae
TNAP activation fold – stimulation of alkaline phosphatase TNAP activity – biochemical, luminescent, no phosphate acceptor, uHTS, primary screen (AID 1001); actives 0.03% (n = 200,000); activation fold at 20 µM, or EC50 in µM where a hit was titrated; purified TNAP, luminescent activation assay, no phosphate acceptor; higher activation fold means a stronger effect; in the data active = activation fold from about 3, or a potency from the dose series; inactive = the rest, 99 in 100 with activation fold below about 1.6; note: many of its hits are not listed in these tables
RSV antiviral HEp-2 – RSV antiviral activity via CPE protection, HEp-2 cells, primary 10 µM value included (AID 2391). HEp-2 cells, RSV-induced CPE inhibition; higher % means a stronger effect. one-dose CPE inhibition, % at 10 µM; IC50 in µM for titrated hits. actives 0.13% (n = 310,000); in the data active = a potency from the dose series; inconclusive = CPE inhibition mostly from about 23% at the one dose, without a potency; inactive = the rest, 99 in 100 with CPE inhibition below about 21%; note: strong numbers were not always called active
Salmonella PhoP GFP – PhoP-dependent GFP reporter repression – Salmonella Typhimurium, primary screen (AID 1863). S. Typhimurium PhoP-regulated promoter GFP reporter, 4 h; higher % means a stronger effect. actives 0.16% (n = 300,000). one-dose inhibition, % at 50 µM; IC50 in µM for titrated hits;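 active = inhibition over 29.93%, a cutoff 3 SD above the screen mean, later confirmed by dose response; inconclusive = inhibition over 29.93% but no dose response follow-up; inactive = inhibition at most 29.93% or unconfirmed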;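 note: 0% = low Mg2+ inducing control and 100% = high Mg2+ repressing control; strong numbers were not always called active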
PMI inhibitors – MPI enzyme activity inhibition – biochemical, fluorescence intensity, coupled assay, primary screen (AID 1209); purified PMI enzyme, coupled fluorescence intensity; higher % means a stronger effect; one-dose inhibition, % at 20 µM; IC50 in µM for titrated hits; actives 0.42% (n = 190,000);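 note: plate controls were DMSO vehicle for no effect and wells lacking substrate for full effect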
WT yeast gro inh mutant strain – also measured in WT yeast gro inh; calls as there; inhibition, %; mitochondrial fusion phenotypic screen, mutant strain inhibition
Myeloid diff 2 GFP+ MAC1+ % – recorded beside Myeloid diff 2, whose call it bears; GFP+ MAC1+ double positive, %; measured here: differentiation confirmed by MAC1 staining
Starred values were filed as active, the others as inactive; i = inactive; u = inconclusive; x = no result given. Cut-off read from the data, not from the text of the source, unless noted: active = inhibition above about 50%; inactive = the rest.

SMILES	Myeloid diff 2	Myeloid diff 2 GFP+ MAC1+ %	XIAP antagonists	human PMI inhibitors	SIAH1 antagonists	WT yeast gro inh	WT yeast gro inh mutant strain	TNAP activation fold	RSV antiviral HEp-2	Salmonella PhoP GFP	PMI inhibitors
CC1CN(C(=O)C2(C)CC2(Cl)Cl)CC(C)O1 (stereo not given)	i	0.6	-4.0%	-6%	-3%	-8	8	1.1	0.5%	-1%	0%
CCOC(=O)c1[nH]c2ccc(OC)cc2c1NC(=O)c1ccc(OC)c(OC)c1	i	1.6	0.2%	-1%	-3%	-7	-30	1	3.1%	3%	2%
COC(=O)c1c(NC(=O)C2CC(C)=C(C)CC2C(=O)O)sc2c1CCCCC2 (stereo not given)	i	1.8	x	x	4%	x	x	x	3.9%	-1%	x
COC(=O)CCSc1cc(NCCOC(C)=O)c([N+](=O)[O-])c2nonc12	i	0.7	-2.6%	43%	-3%	-1	2	1	1.9%	4%	5%
O=C(CN1C(=O)CCS(=O)(=O)c2ccccc21)Nc1ccc2c(c1)OCCO2	i	0.6	-15%	14%	7%	14	2	1.1	x	9%	8%
CSc1nc(Sc2ccc(Cl)cc2)c2ccccc2n1	i	1.2	-2.3%	-7%	6%	-4	-6	1.1	6.3%	7%	0%
O=C(NC1CCN(S(=O)(=O)c2ccccc2C(F)(F)F)CC1)c1ccco1	i	0.2	x	x	-5%	x	x	x	1.0%	0%	x
Cc1cccc(N2CCCC2=Nc2ccc(Br)cc2C#N)c1	i	5.5	-1.8%	2%	1%	2	3	1.1	1.7%	5%	5%
CCCCn1nnc(NC(=S)NC(=O)c2ccc(-c3cccc(Cl)c3Cl)o2)n1	i	0.2	7.2%	9%	5%	78*	47*	1.3	1.1%	7%	15%
O=C(Nc1cccc(-c2cccc(Cl)c2)c1)C1CCN(Cc2ccc(CO)o2)CC1	i	0.6	x	x	7%	x	x	x	41%	-8%	x
CCOc1ccc2nc(N3CCC(C(=O)N4CCN(c5ncccn5)CC4)CC3)sc2c1	i	1.9	x	x	1%	-14	-22	x	1.1%	-3%	x
COc1cc(/C=C2\SC(=Nc3ccc(O)cc3)NC2=O)cc(OC)c1O	i	0.9	-2.2%	16%	5%	-6	-14	0.7	0.8%	1%	12%
CN(C=[N+](C)C)c1cccc2c1C(=O)c1ccccc1C2=O	i	0.6	-13%	39%	-3%	3	25	1	0.8%	1%	18%
Cc1ccc(S(=O)(=O)Nc2ccc3nc(N)sc3c2)cc1	i	1.2	-4.9%	10%	1%	-2	-7	1.1	-0.3%	4%	4%
CCc1c(C)c2ccc(OCC(=O)N(C)C)c(C)c2oc1=O	i	0.6	-2.6%	1%	0%	-3	-8	1.1	1.1%	4%	3%
Cc1ccc(C)c(CN2CCC(CNC(=O)Nc3ccc(C)c(C)c3)CC2)c1	i	0.4	x	x	-1%	x	x	x	0.1%	3%	x
Cc1ccc(-n2c(=O)c3c4c(sc3n(Cc3cc(=O)n5ccccc5n3)c2=O)CCC4)cc1C	i	0.6	-2.1%	-3%	7%	45	27	1.2	9.9%	-14%	18%
COc1ccc(Cl)cc1NC(=O)CCN1C(=O)C2C3C=CC(C4CC34)C2C1=O (stereo not given)	i	1.5	x	x	-3%	x	x	x	1.9%	0%	x
CC1=CN2C(=N)/C(=C/c3ccc(Sc4ccc(Cl)cc4)o3)C(=O)N=C2S1	i	0.6	3.6%	11%	4%	24	2	0.9	9.1%	19%	22%
CC(NC(=O)C1C(=O)N(CCO)C2(C)CC1c1ccccc1O2)c1ccccc1 (stereo not given)	i	1.2	-5.2%	-4%	3%	22	11	1.1	-0.1%	-8%	-4%
CCN1C=C(Cc2ccccc2C)C2=C(C1)C(c1ccccc1C)C(C#N)=C(N)O2 (stereo not given)	i	0.5	-32%	-13%	-4%	3	16	1.1	42%	0%	-6%
CC(C)CCNC(=O)NC(=O)CSc1nnc(-c2ccccc2F)n1N	i	2.3	-0.2%	4%	-2%	-8	-1	1	2.5%	13%	11%
CCSc1nnc2c(Cl)cc(Cl)cn12	i	0.4	-4.3%	5%	-1%	-3	-12	1.1	2.9%	2%	-5%
CCOC(=O)C1=NN(c2ccc(Cl)cc2)C(c2ccccc2)CC1=O (stereo not given)	i	0.6	3.0%	10%	-2%	5	1	1	5.5%	2%	5%
Cc1ccc(S(=O)(=O)N(C)c2ccccc2C(=O)NC2CCCC2)cc1	i	0.0	-1.6%	-1%	2%	0	16	1.2	2.9%	-10%	0%

2 records picked at random from the list so far:
SMILES	Myeloid diff 2	Myeloid diff 2 GFP+ MAC1+ %	XIAP antagonists	human PMI inhibitors	SIAH1 antagonists	WT yeast gro inh	WT yeast gro inh mutant strain	TNAP activation fold	RSV antiviral HEp-2	Salmonella PhoP GFP	PMI inhibitors
CC1=CN2C(=N)/C(=C/c3ccc(Sc4ccc(Cl)cc4)o3)C(=O)N=C2S1	i	0.6	3.6%	11%	4%	24	2	0.9	9.1%	19%	22%
CCCCn1nnc(NC(=S)NC(=O)c2ccc(-c3cccc(Cl)c3Cl)o2)n1	i	0.2	7.2%	9%	5%	78*	47*	1.3	1.1%	7%	15%

Additional entries:
SMILES	Myeloid diff 2	Myeloid diff 2 GFP+ MAC1+ %	XIAP antagonists	human PMI inhibitors	SIAH1 antagonists	WT yeast gro inh	WT yeast gro inh mutant strain	TNAP activation fold	RSV antiviral HEp-2	Salmonella PhoP GFP	PMI inhibitors
COCCn1nnnc1SCC(=O)c1ccccc1	i	1.0	-4.6%	-4%	5%	4	15	1.1	-0.5%	-8%	8%
C/C(=N/NS(=O)(=O)c1ccc(C)cc1)[C@H]1C[C@@H]1c1ccccc1	i	0.4	x	x	9%	x	x	x	0.2%	-8%	x
CCOC(=O)C1NN=C(C(=O)c2ccc(C)cc2)C1c1ccc(C)cc1 (stereo not given)	i	0.4	-5.1%	6%	0%	6	9	1.1	8.7%	-5%	1%
CSc1ccc(CNc2nc3ccccc3n3cnnc23)cc1	i	0.6	x	x	11%	x	x	x	-0.8%	-6%	x
COC(=O)c1ccc(CN2C(=O)NC3(CCCCC3C)C2=O)o1 (stereo not given)	i	1.1	-4.9%	2%	-1%	0	-7	1.1	-1.8%	24%	-3%
Cc1nnc(SC(C(=O)Nc2cc(Cl)cc(Cl)c2)c2ccccc2)[nH]c1=O (stereo not given)	i	0.4	-9.4%	2%	8%	1	10	1.1	-0.2%	4%	0%
COC(=O)c1c(NC(=O)COC(=O)[C@@H](NS(=O)(=O)c2cccc(Cl)c2)C(C)C)sc2c1CCC2	i	0.9	-6.3%	16%	7%	26	-2	1.1	u	2%	14%
CC(C)CNC(=O)COC(=O)CCC(=O)c1cccs1	i	0.3	-4.7%	6%	-2%	-6	1	1.1	0.2%	16%	8%
Cc1ccc(/C=C/C2=Cc3c(sc(NC(=O)CSc4n[nH]c(N)n4)c3C#N)C(C)(C)C2)o1	x	x	-25%	-65%	32%	19	11	0.8	1.9%	-10%	-21%
CCC(=O)N(Cc1ccc2c(c1)OCO2)Cc1cc2cc(OC)ccc2[nH]c1=O	i	0.9	-0.3%	-2%	-4%	x	x	1.2	0.0%	8%	2%
COc1ccc(C(C)=O)cc1CSc1nncn1C	i	1.0	-1.3%	-18%	-3%	12	-2	1.1	2.5%	-2%	-30%
FC(F)Sc1ccc(NC(=S)NCC2CCCCC2)cc1	i	6.5	-7.4%	-4%	1%	78*	63*	1.3	1.2%	8%	2%
CC(C)c1cc(C(C)C)c(S(=O)(=O)NNC(=O)c2ccncc2)c(C(C)C)c1	i	0.4	-11%	17%	0%	8	11	1	2.0%	0%	27%
COc1ccc(OC)c(S(=O)(=O)N2CCCC(C(=O)NCc3ccco3)C2)c1 (stereo not given)	i	1.2	x	x	-2%	x	x	x	0.1%	10%	x
Cc1ccc(N(CN2CCCC2=O)C(=O)c2ccc(C)c(C)c2)cc1	i	2.3	-6.8%	6%	1%	-2	-7	1.1	2.4%	1%	6%
COc1ccc(S(=O)(=O)NCCc2c[nH]c3ccccc23)cc1OC	i	0.5	x	x	-3%	x	x	x	0.4%	17%	x
COCCOC(=O)c1c(C)oc2ccc(NS(=O)(=O)c3cccs3)cc12	x	x	-5.2%	17%	-12%	7	-13	1	13%	1%	18%

Four structures out of the list, sorted by count of non-hydrogen atoms, rising.
SMILES	Myeloid diff 2	Myeloid diff 2 GFP+ MAC1+ %	XIAP antagonists	human PMI inhibitors	SIAH1 antagonists	WT yeast gro inh	WT yeast gro inh mutant strain	TNAP activation fold	RSV antiviral HEp-2	Salmonella PhoP GFP	PMI inhibitors
COCCn1nnnc1SCC(=O)c1ccccc1	i	1.0	-4.6%	-4%	5%	4	15	1.1	-0.5%	-8%	8%
COc1cc(/C=C2\SC(=Nc3ccc(O)cc3)NC2=O)cc(OC)c1O	i	0.9	-2.2%	16%	5%	-6	-14	0.7	0.8%	1%	12%
COC(=O)c1c(NC(=O)C2CC(C)=C(C)CC2C(=O)O)sc2c1CCCCC2 (stereo not given)	i	1.8	x	x	4%	x	x	x	3.9%	-1%	x
CCOc1ccc2nc(N3CCC(C(=O)N4CCN(c5ncccn5)CC4)CC3)sc2c1	i	1.9	x	x	1%	-14	-22	x	1.1%	-3%	x
